From PubChem
Mot1-301 SUMO = blocks SUMOylation pathway, rescuing yeast Mot1-301 growth | S. cerevisiae Mot1-301 growth rescue, ATP luminescence, 38.5C; percent above DMSO median, 100 means doubled | growth rescue, % at 18.8 µM | 320,000 compounds, 1% hits;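 active means every valid replicate shows activation above 250% relative to neutral control wells; inactive means the rest, any valid replicate at or below 250%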;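 further: OY570 slx delta 5 strain wells were the positive control but not used for scaling; some compounds called inactive have numbers as strong as hits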
CDK5 inh = blocks human CDK5/p35 kinase activity; Q00535+Q15078; Recombinant CDK5/p35, ADP-Glo luminescence, 60 min; inhibition, % at 10 µM; 330,000 compounds, 0.01% hits; AID 488839;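 active means highest replicate inhibition of at least 50% and at least 75% of replicates reaching 50%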;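 further: plate controls were DMSO neutral control for no effect and GW8510 at 10 µM for full effect; many of its hits are not listed in these tables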
Rtt109 HAT inh = C. albicans Rtt109 histone acetyltransferase inhibition. 330,000 compounds, 0.16% hits. Q5AAJ8. inhibition, % at 34.9 µM. purified Rtt109/Vps75, ThioGlo CoA-SH fluorescence, 4 h. AID 540336;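 active means inhibition of at least 50% in every replicate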
dFosB act = enhances mouse delta FosB homodimer DNA binding | P13346 | purified delta FosB, TAMRA-CDK5 oligo fluorescence polarization; percent of positive-control signal above neutral wells | activation, % at 25 µM | 340,000 compounds, 0.99% hits | AID 493131;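 active means mean activation above about 17%, with every replicate also reaching it, limit read from the data, passing the limit was not always enough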;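 further: fluorescence polarization rise as delta FosB binds a TAMRA Cdk5 AP-1 oligo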
RTF Ca sens inh = cardiac RTF calcium desensitization; 340,000 compounds, 0.12% hits; inhibition, % at 7.15 µM; P19429+P45379; IANBD-labeled cardiac RTF, Ca2+ fluorescence;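 active means inhibition above the mean inhibition of all tested compounds plus 3 SD, cut at about 17% in these data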;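 further: assay run at fixed EC70 calcium of 1.6 mM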
PvdQ inh = P. aeruginosa PvdQ acylase inhibition. purified PvdQ acylase, fluorescence plate reader. inhibition, % at 10 µM. 340,000 compounds, 0.063% hits. AID 488965; in the data active means inhibition above about 30%, passing the limit was not always enough;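 further: 0% = vehicle neutral wells and 100% = reference inhibitor wells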
NSD2 HMT inh = NSD2 (human) methyltransferase inhibition. inhibition, % at 12.5 µM. NSD2 peptide methylation, AlphaScreen, 120 min. O96028. 310,000 compounds, 0.54% hits; in the data active means inhibition above about 50%
Target sequence (O96028 whole entry, looked up): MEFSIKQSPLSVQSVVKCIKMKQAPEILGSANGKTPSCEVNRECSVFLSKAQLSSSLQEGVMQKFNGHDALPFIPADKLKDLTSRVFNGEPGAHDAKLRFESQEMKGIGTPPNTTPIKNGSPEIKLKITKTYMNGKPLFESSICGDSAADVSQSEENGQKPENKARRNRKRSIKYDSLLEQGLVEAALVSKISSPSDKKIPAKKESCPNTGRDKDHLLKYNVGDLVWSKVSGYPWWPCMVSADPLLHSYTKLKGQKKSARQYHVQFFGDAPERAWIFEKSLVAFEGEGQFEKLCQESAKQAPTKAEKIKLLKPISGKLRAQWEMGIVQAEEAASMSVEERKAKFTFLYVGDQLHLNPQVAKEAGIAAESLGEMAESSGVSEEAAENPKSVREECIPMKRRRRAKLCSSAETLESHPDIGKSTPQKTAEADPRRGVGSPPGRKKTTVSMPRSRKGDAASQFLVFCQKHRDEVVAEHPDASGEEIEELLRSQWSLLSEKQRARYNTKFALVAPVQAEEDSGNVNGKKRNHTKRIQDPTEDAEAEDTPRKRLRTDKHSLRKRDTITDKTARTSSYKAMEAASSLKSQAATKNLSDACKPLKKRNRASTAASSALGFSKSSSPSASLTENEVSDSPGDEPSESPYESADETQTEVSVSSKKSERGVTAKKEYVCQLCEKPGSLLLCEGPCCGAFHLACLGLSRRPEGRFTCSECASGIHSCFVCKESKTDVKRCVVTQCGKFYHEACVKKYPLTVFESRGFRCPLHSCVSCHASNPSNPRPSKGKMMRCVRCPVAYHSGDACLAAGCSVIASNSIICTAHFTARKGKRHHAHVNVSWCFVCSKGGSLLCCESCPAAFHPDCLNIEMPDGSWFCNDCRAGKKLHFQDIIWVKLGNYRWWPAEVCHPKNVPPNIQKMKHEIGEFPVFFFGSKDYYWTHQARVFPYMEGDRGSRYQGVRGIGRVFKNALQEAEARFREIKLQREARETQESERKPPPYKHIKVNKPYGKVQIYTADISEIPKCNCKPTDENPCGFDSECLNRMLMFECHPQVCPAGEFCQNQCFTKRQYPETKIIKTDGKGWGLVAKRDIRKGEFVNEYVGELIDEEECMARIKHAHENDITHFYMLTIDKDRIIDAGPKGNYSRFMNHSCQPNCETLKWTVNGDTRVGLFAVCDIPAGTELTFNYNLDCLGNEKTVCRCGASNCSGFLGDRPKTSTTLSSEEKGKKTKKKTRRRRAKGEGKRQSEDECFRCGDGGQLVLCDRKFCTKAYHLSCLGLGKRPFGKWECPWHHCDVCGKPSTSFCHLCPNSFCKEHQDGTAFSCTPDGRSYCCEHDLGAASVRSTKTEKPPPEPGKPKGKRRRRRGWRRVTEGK
C-LANA FP = KSHV C-LANA DNA binding inhibition. MBP-C-LANA/FAM-LBS DNA binding, fluorescence polarization. inhibition, % at 9 µM. 340,000 compounds, 0.078% hits. AID 504423;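 active means highest replicate inhibition at or above 60% at 9 µM, even if other replicates fall short; inactive means all replicates below 60% inhibition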;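 further: 0% = neutral control wells and 100% = 4 µM acridine orange control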
Keap1-Nrf2 PPI = Keap1-Nrf2 (human) interaction inhibition; inhibition, % at 9.4 µM; Keap1 Kelch-Nrf2 peptide fluorescence polarization, 1536-well; 340,000 compounds, 0.15% hits; Q14145; AID 504523; in the data active means inhibition above about 12%;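 further: human Keap1 Kelch domain with fluorescein labeled Nrf2 9mer peptide probe; 0% = neutral control wells and 100% = peptide positive control; higher means more block of Keap1 binding to Nrf2 peptide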
RTF Ca sens act = cardiac RTF calcium sensitization | 340,000 compounds, 0.24% hits | activation, % at 7.2 µM | P19429+P45379 | IANBD-labeled TnC RTF fluorescence at EC20 calcium; 0% EC20 calcium, 100% full calcium;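 active means activation above the mean over all tested compounds plus 3 SD, cut at about 30% in these data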;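 further: rise in fluorescence read as greater calcium sensitivity of cardiac thin filaments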
PfHsp90 set2 = reduces growth (ATP signal) of yeast expressing P. falciparum Hsp90. S. cerevisiae expressing PfHsp90, BacTiter-Glo ATP, 48 h; yeast lacking PDR1 and PDR3 efflux regulators. inhibition, % at 9.4 µM. 310,000 compounds, 0.32% hits. AID 504621;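 active means every replicate shows inhibition above about 80%, whatever the replicate mean, limit read from the data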;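 further: 0% = DMSO neutral controls and 100% = 20 µM radicicol positive controls; yeast relying on Plasmodium falciparum Hsp90 in place of its own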
Active calls of the source: *.

Results for O=C(CN(Cc1ccccc1Cl)C(=O)c1ccc(CN2CCOCC2)o1)NCc1ccccc1 ?
Mot1-301 SUMO: 7; CDK5 inh: 1.1; Rtt109 HAT inh: 3; dFosB act: -13; RTF Ca sens inh: -6; PvdQ inh: -16; NSD2 HMT inh: 3; C-LANA FP: 0.0; Keap1-Nrf2 PPI: -4; RTF Ca sens act: 0; PfHsp90 set2: 8

What do the screens show for `O=C(Nc1cc(Cl)cc(Cl)c1)c1cccc(OC(F)F)c1`?
Mot1-301 SUMO: 24; CDK5 inh: -2.8; Rtt109 HAT inh: 14; dFosB act: -10; RTF Ca sens inh: 5; PvdQ inh: 4; NSD2 HMT inh: -8; C-LANA FP: -0.5; Keap1-Nrf2 PPI: -5; RTF Ca sens act: -1

Results for CCNC(=O)NC(=O)C(C)OC(=O)C1CCN(S(=O)(=O)c2ccccc2C(=O)OC)CC1 (centres undefined) ?
Mot1-301 SUMO: 18; CDK5 inh: 0.5; Rtt109 HAT inh: -9; dFosB act: -1; RTF Ca sens inh: 1; PvdQ inh: -5; NSD2 HMT inh: -4; C-LANA FP: 1.0; Keap1-Nrf2 PPI: -3; RTF Ca sens act: -1; PfHsp90 set2: 12

Results for CC(C1CC1)N(C(=O)c1ccccc1[N+](=O)[O-])c1ccccc1 (centres undefined) ?
Mot1-301 SUMO: 15; CDK5 inh: -3.8; Rtt109 HAT inh: -10; dFosB act: -1; RTF Ca sens inh: -4; PvdQ inh: -6; NSD2 HMT inh: 1; C-LANA FP: -0.1; Keap1-Nrf2 PPI: -1; RTF Ca sens act: -2; PfHsp90 set2: -50

How did COc1ccccc1CNS(=O)(=O)c1ccc2c(c1)NC(=O)C(C)S2 (centres undefined) do in these assays?
Mot1-301 SUMO: -5; CDK5 inh: -2.9; Rtt109 HAT inh: -8; dFosB act: -7; RTF Ca sens inh: -6; PvdQ inh: -15; NSD2 HMT inh: -5; C-LANA FP: -2.2; Keap1-Nrf2 PPI: -5; RTF Ca sens act: 1; PfHsp90 set2: 15

How did Cn1cccc1C(=O)OCC(=O)Nc1ccc2c(c1)OCCO2 do in these assays?
Mot1-301 SUMO: -6; CDK5 inh: -3.2; Rtt109 HAT inh: -1; dFosB act: -1; RTF Ca sens inh: 0; PvdQ inh: -9; NSD2 HMT inh: -1; C-LANA FP: 2.5; Keap1-Nrf2 PPI: -3; RTF Ca sens act: -3; PfHsp90 set2: 11

Results for CCOc1ccccc1NC(=O)CCCNC(=O)c1ccc(Cl)cc1 ?
Mot1-301 SUMO: -11; CDK5 inh: -4.3; Rtt109 HAT inh: -2; dFosB act: -18; RTF Ca sens inh: 2; PvdQ inh: -24; NSD2 HMT inh: 5; C-LANA FP: -0.4; Keap1-Nrf2 PPI: -2; RTF Ca sens act: 0; PfHsp90 set2: -9

Results for Cc1ccc2nc(NCc3ccccc3)[nH]c2c1 ?
Mot1-301 SUMO: 149; CDK5 inh: 0.8; Rtt109 HAT inh: -2; dFosB act: -1; RTF Ca sens inh: 2; PvdQ inh: -25; NSD2 HMT inh: 5; C-LANA FP: 0.5; Keap1-Nrf2 PPI: 1; RTF Ca sens act: -4; PfHsp90 set2: 64

How did N#CC1=C(N)NC(SCC(=O)Nc2ccccc2)=C(C#N)C12CCCC2 do in these assays?
Mot1-301 SUMO: -11; CDK5 inh: 0.3; Rtt109 HAT inh: 3; dFosB act: -2; RTF Ca sens inh: -4; PvdQ inh: -7; NSD2 HMT inh: 1; C-LANA FP: 0.7; Keap1-Nrf2 PPI: 3; RTF Ca sens act: -9; PfHsp90 set2: -1

How did CC(C)C(NC(=O)c1c(F)cccc1F)C(=O)OCN1C(=O)c2ccccc2C1=O (centres undefined) do in these assays?
Mot1-301 SUMO: 16; CDK5 inh: 0.8; Rtt109 HAT inh: -5; dFosB act: -14; RTF Ca sens inh: -7; PvdQ inh: -12; NSD2 HMT inh: -1; C-LANA FP: -0.9; Keap1-Nrf2 PPI: 0; RTF Ca sens act: 5; PfHsp90 set2: -8

What do the screens show for `O=C(Nc1cccc2c1N(C(=O)c1ccco1)CCC2)c1ccco1`?
Mot1-301 SUMO: -9; CDK5 inh: 0.3; Rtt109 HAT inh: -9; dFosB act: -8; RTF Ca sens inh: -11; PvdQ inh: -13; NSD2 HMT inh: -3; C-LANA FP: -5.5; Keap1-Nrf2 PPI: 1; RTF Ca sens act: 18; PfHsp90 set2: -19

How did CCc1ccccc1NC(=O)COc1ccc2c(=O)c(Oc3cc(C)ccc3C)coc2c1 do in these assays?
Mot1-301 SUMO: 12; CDK5 inh: -3.4; Rtt109 HAT inh: -10; dFosB act: -11; RTF Ca sens inh: -10; PvdQ inh: -4; NSD2 HMT inh: -1; C-LANA FP: -1.8; Keap1-Nrf2 PPI: -4; RTF Ca sens act: 17; PfHsp90 set2: 1

What do the screens show for `Cc1nc(CC(=O)c2ccc(O)cc2O)cs1`?
Mot1-301 SUMO: 6; CDK5 inh: -2.9; Rtt109 HAT inh: 6; dFosB act: 3; RTF Ca sens inh: -7; PvdQ inh: -10; NSD2 HMT inh: 0; C-LANA FP: 0.2; Keap1-Nrf2 PPI: -4; RTF Ca sens act: -1

How did COc1cc(/C=C(\C#N)c2nc3ccccc3[nH]2)cc(Br)c1OCc1ccc(F)cc1 do in these assays?
Mot1-301 SUMO: 4; CDK5 inh: -0.8; Rtt109 HAT inh: -14; dFosB act: -2; RTF Ca sens inh: -5; PvdQ inh: -18; NSD2 HMT inh: -1; C-LANA FP: -0.6; Keap1-Nrf2 PPI: -2; RTF Ca sens act: 3; PfHsp90 set2: 29

How did O=C(COc1ccc2c(c1)oc(=O)c1ccccc12)NCC1CCC(C(=O)O)CC1 (centres undefined) do in these assays?
Mot1-301 SUMO: 620*; CDK5 inh: 0.4; Rtt109 HAT inh: 2; dFosB act: -5; RTF Ca sens inh: -2; PvdQ inh: -11; C-LANA FP: -0.1; Keap1-Nrf2 PPI: 2; RTF Ca sens act: 8; PfHsp90 set2: 7

How did CC(=O)c1cccc(NC(=S)NC(=O)c2ccccc2C)c1 do in these assays?
Mot1-301 SUMO: -15; CDK5 inh: -9.1; Rtt109 HAT inh: -6; dFosB act: -4; RTF Ca sens inh: -8; PvdQ inh: -11; NSD2 HMT inh: -1; C-LANA FP: 0.1; Keap1-Nrf2 PPI: -2; RTF Ca sens act: 5; PfHsp90 set2: 36

What do the screens show for `NC(=O)C1(N2CCCCC2)CCN(C(=O)CCCn2c(=O)[nH]c3ccsc3c2=O)CC1`?
Mot1-301 SUMO: 216; CDK5 inh: -1.7; Rtt109 HAT inh: -8; dFosB act: 3; RTF Ca sens inh: -3; PvdQ inh: -7; C-LANA FP: -0.7; Keap1-Nrf2 PPI: -2; RTF Ca sens act: 3; PfHsp90 set2: 6

What do the screens show for `O=S(=O)(Nc1ccc(-c2nc3cccnc3s2)cc1)c1ccc(Cl)s1`?
Mot1-301 SUMO: 25; CDK5 inh: -0.6; Rtt109 HAT inh: -7; dFosB act: -9; RTF Ca sens inh: -2; PvdQ inh: 2; C-LANA FP: -1.0; Keap1-Nrf2 PPI: -7; RTF Ca sens act: 1; PfHsp90 set2: -2

Results for Cc1ccccc1CN1CCc2c(OCC(=O)N3CCCCC3)cccc2C1=O ?
Mot1-301 SUMO: -3; CDK5 inh: 0.9; Rtt109 HAT inh: -5; dFosB act: -14; RTF Ca sens inh: -3; PvdQ inh: 8; NSD2 HMT inh: -2; C-LANA FP: -9.0; Keap1-Nrf2 PPI: -5; RTF Ca sens act: 4; PfHsp90 set2: 13

What do the screens show for `COc1ccc2c(C(=O)CN(C)C3CCCCC3)c[nH]c2c1`?
Mot1-301 SUMO: -8; CDK5 inh: 1.3; Rtt109 HAT inh: -10; dFosB act: -19; RTF Ca sens inh: -6; PvdQ inh: -18; NSD2 HMT inh: 7; C-LANA FP: 0.3; Keap1-Nrf2 PPI: -2; RTF Ca sens act: 13; PfHsp90 set2: -14

What do the screens show for `CCc1[nH]nc(C(=O)N2CCCC(C(=O)c3cccc(C(F)(F)F)c3)C2)c1C` (centres undefined)?
Mot1-301 SUMO: 5; CDK5 inh: -2.3; Rtt109 HAT inh: -20; dFosB act: -7; RTF Ca sens inh: -5; PvdQ inh: -25; NSD2 HMT inh: 5; C-LANA FP: -0.7; Keap1-Nrf2 PPI: -8; RTF Ca sens act: -1; PfHsp90 set2: -3

How did C=CCN(c1ccccc1C(=O)NCC(=O)O)S(=O)(=O)c1ccccc1C do in these assays?
Mot1-301 SUMO: -16; CDK5 inh: -1.0; Rtt109 HAT inh: -2; dFosB act: -1; RTF Ca sens inh: -11; PvdQ inh: -12; NSD2 HMT inh: -1; C-LANA FP: -0.3; Keap1-Nrf2 PPI: -2; RTF Ca sens act: 6; PfHsp90 set2: 18

Results for Cn1cc(S(=O)(=O)N2CCNCC2)cc1C(N)=O ?
Mot1-301 SUMO: 4; CDK5 inh: -1.2; Rtt109 HAT inh: -2; dFosB act: 2; RTF Ca sens inh: -3; PvdQ inh: -3; NSD2 HMT inh: -3; C-LANA FP: -1.0; Keap1-Nrf2 PPI: -5; RTF Ca sens act: 4; PfHsp90 set2: 11

What do the screens show for `CC(C)OCC(O)Cn1c(N2CCCC2)nc2c1c(=O)n(C)c(=O)n2C` (centres undefined)?
Mot1-301 SUMO: 3; CDK5 inh: 0.1; Rtt109 HAT inh: -8; dFosB act: -5; RTF Ca sens inh: -2; PvdQ inh: -8; NSD2 HMT inh: 0; C-LANA FP: 2.7; Keap1-Nrf2 PPI: 5; RTF Ca sens act: 0; PfHsp90 set2: -3

What do the screens show for `CCn1c(SCC(=O)N2CCCC2)nnc1-c1ccc(N)cc1`?
Mot1-301 SUMO: -13; CDK5 inh: -5.1; Rtt109 HAT inh: 5; dFosB act: 0; RTF Ca sens inh: -6; PvdQ inh: -15; NSD2 HMT inh: -3; C-LANA FP: -0.8; Keap1-Nrf2 PPI: -4; RTF Ca sens act: 0; PfHsp90 set2: -23

What do the screens show for `CCOC(=O)c1c(C)sc2c1N(C(=O)CN(CC)CC)c1cc(Cl)ccc1S2`?
Mot1-301 SUMO: -12; CDK5 inh: -0.5; Rtt109 HAT inh: 25; dFosB act: -4; RTF Ca sens inh: 1; PvdQ inh: -6; NSD2 HMT inh: 4; C-LANA FP: 1.3; Keap1-Nrf2 PPI: 2; RTF Ca sens act: -4; PfHsp90 set2: 32

What do the screens show for `Cc1ccccc1C(=O)Nc1ccc2c(c1)CCCN2C(=O)c1cccs1`?
Mot1-301 SUMO: -6; CDK5 inh: 2.2; Rtt109 HAT inh: 23; dFosB act: -6; RTF Ca sens inh: -3; PvdQ inh: -12; NSD2 HMT inh: 3; C-LANA FP: -0.7; Keap1-Nrf2 PPI: 2; RTF Ca sens act: -8; PfHsp90 set2: -8

How did O=C(CSc1nncn1-c1ccccc1)Nc1ccccc1 do in these assays?
Mot1-301 SUMO: -9; CDK5 inh: 0.3; Rtt109 HAT inh: -2; dFosB act: -1; RTF Ca sens inh: 0; PvdQ inh: -8; NSD2 HMT inh: 2; C-LANA FP: -0.6; Keap1-Nrf2 PPI: -3; RTF Ca sens act: -2; PfHsp90 set2: 7
